PglD DTNB: blocks C. jejuni PglD acetyltransferase activity | purified PglD enzyme, DTNB colorimetric CoA detection | 360,000 compounds, 0.098% hits | inhibition, % at 12.5 µM; in the data active = inhibition above about 16%, passing the limit was not always enough; note: strong numbers were not always called active
E-sel inducer: induces E-selectin expression in human endothelial cells. P16581. HUVEC E-selectin immunofluorescence imaging; normalized: neutral wells 0, TNF-alpha wells 100. activation, % at 7.58 µM. 260,000 compounds, 0.37% hits;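 active = mean E-selectin-positive cell signal at least 10% of the positive control, reached in at least 60% of replicates, without over 20% cell loss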;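 note: in these data hits start at about 27%; measured in HUVEC primary endothelial cells; signal is the percent of cells scored E-selectin positive by PE staining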
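System: HUVEC, human umbilical vein endothelial cells; quantity: 3,000 cells/well; buffer or medium: EGM-2 medium, gelatin-coated wells; dosing: single-point compound dose; detection: immunofluorescence imaging; evaluation: % PE-positive cells; benchmarks: TNF-alpha, DMSO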
Casp6 inh: inhibitors of human caspase-6 | inhibition, % at 12.5 µM | P55212 | purified caspase-6, Z-VEID-R110 cleavage fluorescence | 350,000 compounds, 0.53% hits;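 active = mean inhibition across replicates at least about 35%, with every replicate also reaching that limit, limit read from the data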;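 note: 0% = median of neutral control wells and 100% = no fluorescence left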
Target sequence (P55212 24-179 limits assumed): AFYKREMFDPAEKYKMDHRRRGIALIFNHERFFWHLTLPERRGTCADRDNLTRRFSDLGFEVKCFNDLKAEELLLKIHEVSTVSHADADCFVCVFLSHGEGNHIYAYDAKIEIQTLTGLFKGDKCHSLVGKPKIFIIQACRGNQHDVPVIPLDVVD
Target sequence (P55212 194-293 limits assumed): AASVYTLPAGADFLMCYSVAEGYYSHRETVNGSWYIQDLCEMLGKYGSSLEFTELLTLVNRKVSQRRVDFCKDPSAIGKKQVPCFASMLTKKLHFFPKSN
RAD54 inh: blocks human RAD54 Holliday junction branch migration. Q92698. FAM/BHQ fluorescence. inhibition, % at 10.4 µM. 360,000 compounds, 0.14% hits. AID 602329;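 active = mean normalized replicate activity at least 40 and at least half of replicates scoring 40 or more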;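 note: 0% = median of neutral control wells and 100% = median of positive control wells; inhibitors cause a drop in the FAM fluorescence signal; in these data hits start at about 50%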
Target sequence (Q92698 whole entry, looked up): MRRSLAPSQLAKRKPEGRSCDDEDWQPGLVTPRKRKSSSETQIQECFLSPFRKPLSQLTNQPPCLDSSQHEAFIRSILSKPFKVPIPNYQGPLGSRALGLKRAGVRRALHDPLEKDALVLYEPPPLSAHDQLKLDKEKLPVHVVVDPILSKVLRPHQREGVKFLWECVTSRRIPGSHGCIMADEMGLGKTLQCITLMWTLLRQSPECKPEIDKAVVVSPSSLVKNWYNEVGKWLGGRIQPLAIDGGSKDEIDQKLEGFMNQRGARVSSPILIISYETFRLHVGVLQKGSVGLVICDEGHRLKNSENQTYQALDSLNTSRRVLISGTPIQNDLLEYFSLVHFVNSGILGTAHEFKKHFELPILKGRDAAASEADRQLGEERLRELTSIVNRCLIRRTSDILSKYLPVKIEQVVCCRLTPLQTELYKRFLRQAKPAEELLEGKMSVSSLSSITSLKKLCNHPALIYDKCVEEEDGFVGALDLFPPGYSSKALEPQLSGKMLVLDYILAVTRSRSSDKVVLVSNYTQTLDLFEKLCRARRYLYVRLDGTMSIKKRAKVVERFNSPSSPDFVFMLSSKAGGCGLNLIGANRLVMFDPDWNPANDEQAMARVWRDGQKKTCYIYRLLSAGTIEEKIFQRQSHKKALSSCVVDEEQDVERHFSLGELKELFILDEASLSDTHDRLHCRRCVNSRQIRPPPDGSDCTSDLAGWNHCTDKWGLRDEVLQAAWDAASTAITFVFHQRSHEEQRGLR
ARNT-TACC3 inh: ARNT/TACC3 interaction disruption; inhibition, % at 9.99 µM; AlphaScreen His-ARNT PAS-B/GST-TACC3 binding, luminescence; TACC3 fragment carries E629A point mutation; Q9Y6A5; 390,000 compounds, 0.66% hits; AID 623870;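 active = mean inhibition of replicates at least 50% and at least half of replicates each reaching 50%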;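 note: 0% = complete ARNT plus TACC3 wells and 100% = ARNT alone without TACC3; many hits fall short of the cut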
RAD52 inh: inhibitors of human RAD52 DNA annealing. inhibition, % at 18.7 µM. P43351. 360,000 compounds, 0.46% hits. AID 651710. recombinant RAD52 DNA annealing, FRET fluorescence;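 active = every replicate showing at least 50% inhibition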
ERp5 block: ERp5 (human) disulfide isomerase inhibition; Q15084; ERp5 insulin aggregation, absorbance 650 nm, 90 min; inhibition, % at 9.99 µM; 350,000 compounds, 0.05% hits;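 active = mean replicate inhibition above about 25%, with every replicate also reaching it, limit read from the data, passing the limit was not always enough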
esBAF inh: SWI/SNF esBAF complex inhibition; mouse ES cells, Bmi1-luciferase knock-in reporter, 24 h; 100% = twice the neutral-well signal; reporter increase, % at 12.5 µM; 350,000 compounds, 2% hits; AID 602393; in the data active = activation above about 40%;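 note: 0% = median of the plate's neutral control wells and 100% = double that signal; a rise in the Bmi1 reporter signal indicates esBAF inhibition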
An asterisk follows results filed as active; . = not tested or not shown; & = joins results of further samples.

Molecule | E-sel inducer | esBAF inh | ERp5 block | ARNT-TACC3 inh | RAD54 inh | PglD DTNB | RAD52 inh | Casp6 inh
COCC(=O)Nc1ccc2c(c1)C(=O)N(C)C[C@H](OC)[C@H](C)CN(C(=O)NC(C)C)[C@H](C)CO2 | -0.2 | -5 | -5 | 0 | -3 | 1 | -1 | .
CN(Cc1ccccc1)C(=O)CN1CCN(S(=O)(=O)c2ccc(Cl)c(Cl)c2)CC1 | -0.4 | 0 | -4 | 5 | -8 | -3 | -2 | 3
COC(=O)C[C@@H]1CC[C@@H]2[C@H](COc3ccc(NC(=O)Nc4cccc(C)c4)cc3C(=O)N2C)O1 | -0.1 | 0 | 4 | -10 | 2 | -1 | 6 | 2
C[C@@H]1CN([C@H](C)CO)C(=O)c2ccccc2-c2ccccc2CO[C@H]1CN(C)C(=O)Nc1ccnc(N2CCOCC2)c1 | -0.3 | 1 | -2 | 4 | 5 | 0 | -13 | .
N#CC1=C(N)Oc2cc(N)ccc2C1c1ccc(F)cc1 (centres undefined) | . | -10 | . | -5 | 4 | -3 | . | .
O=[N+]([O-])c1ccc(/C=N/Nc2nc(N3CCCCC3)nc(N3CCCCC3)n2)cc1 | . | . | 2 | 0 | . | . | -5 | -1
CCOc1cccc(/C=N/NC(=S)NCCN2CCOCC2)c1O | . | . | -1 | 65* | . | . | -1 | 0
CC(=O)c1ccc2c(c1)C1C=CCC1C(C(=O)O)N2 (centres undefined) | -0.8 | . | 1 | 18 | . | . | 1 | .
CCCNC(=O)c1ccccc1NC(=O)Cc1ccc(OC)c(S(=O)(=O)N2CCOCC2)c1 | . | -5 | 2 | 3 | -3 | 3 | -2 | 1
CCOc1ccc(-n2nc(C(=O)NC3CCCCC3)c3ccccc3c2=O)cc1 | . | 12 | 2 | 5 | -1 | -4 | 4 | -3
N#Cc1ccc(S(=O)(=O)N2CCCCC2c2cc(C(=O)NCc3cccnc3)no2)cc1 (centres undefined) | 0.2 | 4 | -11 | . | 1 | -1 | -2 | 2
CCCOc1ccc(N2C(=O)CC(SCC(N)C(=O)OCC)C2=O)cc1 (centres undefined) | -0.1 | 1 | -1 | -1 | -4 | 4 | -12 | 2
Cc1nc(NCCO)c(C#N)c2c1COC(C)(C)C2 | . | 0 | . | 17 | 1 | -4 | . | .
O=C(C[C@@H]1CC[C@H]2[C@@H](COC[C@H](O)CN2C(=O)c2ccccc2F)O1)NCc1ccc(Cl)c(Cl)c1 | 2.0 | 3 | -4 | -4 | -3 | 1 | -41 | 2
COc1ccc(CCC(=O)NNC(=O)c2cc(Cl)ccc2OC)cc1 | . | -2 | 6 | -7 | -1 | -2 | 6 | 5
O=C(O)c1ccc(NC(=S)Nc2ccccc2)cc1 | . | . | 2 | -1 | -8 | -4 | -16 | 2
COCC#Cc1ccc2c(c1)O[C@H](CN(C)CC1CCOCC1)[C@@H](C)CN([C@@H](C)CO)S2(=O)=O | -0.2 | 0 | 6 | -1 | -4 | -1 | 7 | 1
C=CCNC(=O)/C(C#N)=C/c1ccc(SC)cc1 | . | . | 1 | 0 | . | . | -14 | 4
Cc1ccccc1[C@H](NC1c2ccccc2C=Cc2ccccc21)P(=O)(c1ccccc1)c1ccccc1 | -0.1 | . | -5 | . | . | . | -8 | -2
CCN(Cc1ccc2c(c1)OCCO2)C(=O)CN1C(=O)NC2(CCCCC2)C1=O | 0.2 | 3 | 2 | -3 | 14 | 0 | -9 | 2

In another format: entries from further up.
N#CC1=C(N)Oc2cc(N)ccc2C1c1ccc(F)cc1 (centres undefined)
  E-sel inducer: .
  esBAF inh: -10
  ERp5 block: .
  ARNT-TACC3 inh: -5
  RAD54 inh: 4
  PglD DTNB: -3
  RAD52 inh: .
  Casp6 inh: .
O=[N+]([O-])c1ccc(/C=N/Nc2nc(N3CCCCC3)nc(N3CCCCC3)n2)cc1
  E-sel inducer: .
  esBAF inh: .
  ERp5 block: 2
  ARNT-TACC3 inh: 0
  RAD54 inh: .
  PglD DTNB: .
  RAD52 inh: -5
  Casp6 inh: -1
CCOc1cccc(/C=N/NC(=S)NCCN2CCOCC2)c1O
  E-sel inducer: .
  esBAF inh: .
  ERp5 block: -1
  ARNT-TACC3 inh: 65*
  RAD54 inh: .
  PglD DTNB: .
  RAD52 inh: -1
  Casp6 inh: 0

Filtered by structure: the entries above containing an aryl methoxy group (2)
Molecule | E-sel inducer | esBAF inh | ERp5 block | ARNT-TACC3 inh | RAD54 inh | PglD DTNB | RAD52 inh | Casp6 inh
CCCNC(=O)c1ccccc1NC(=O)Cc1ccc(OC)c(S(=O)(=O)N2CCOCC2)c1 | . | -5 | 2 | 3 | -3 | 3 | -2 | 1
COc1ccc(CCC(=O)NNC(=O)c2cc(Cl)ccc2OC)cc1 | . | -2 | 6 | -7 | -1 | -2 | 6 | 5

(more compounds)
Molecule | E-sel inducer | esBAF inh | ERp5 block | ARNT-TACC3 inh | RAD54 inh | PglD DTNB | RAD52 inh | Casp6 inh
Cc1cccc(OCC(=O)Nc2ccc(C(=O)Nc3ccccc3C(=O)O)cc2)c1C | . | 0 | -7 | -5 | 2 | -3 | -2 | 1
CC[N+]1(C)CC2CCC(C)(C1)C2(C)C (centres undefined) | 0.1 | -4 | 1 | -1 | -2 | 5 | 5 | -4
CCCCN1CNC(=S)N(CCc2ccc(OCC)c(OCC)c2)C1 | . | 4 | -1 | 0 | -13 | 8 | -8 | -3
CCC(C(=O)NCc1ccc(C)cc1)c1ccccc1 (centres undefined) | -0.1 | 2 | -2 | -7 | 7 | 7 | -13 | 0
COCCNC(=O)CN1CCOc2ccccc21 | . | -4 | -1 | -6 | 10 | -5 | -8 | 0
C[C@@H]1CCCCO[C@@H](CN(C)C)[C@H](C)CN([C@H](C)CO)C(=O)c2cc(NS(=O)(=O)c3ccc(Cl)cc3)ccc2O1 | -0.2 | -1 | 1 | 15 | 0 | 1 | 12 | -4
CSc1ccccc1C(=O)C1CCCN(S(=O)(=O)N(C)C)C1 (centres undefined) | 7.3 | . | 7 | -1 | . | . | -20 | .
COCCN(CCOC)C(=O)CN1C(=O)NC2(CCCc3sccc32)C1=O (centres undefined) | 0.3 | -1 | 2 | 0 | 14 | 0 | -25 | 2
CCN(CC)C(=O)c1ccc(NS(=O)(=O)c2ccccc2)cc1 | . | 7 | . | 5 | -3 | -6 | . | .
CCC(CC)CN1CCC(CN2C(=S)NC[C@@H]2[C@@H](C)CC)CC1 | 0.0 | 0 | -2 | 6 | 8 | 1 | -16 | -15
CCOC(=O)c1ccc(Nc2nnc3nc(C)cc(C)n23)cc1 | . | -1 | . | 6 | 2 | 1 | . | .
C[C@@H]1CN([C@H](C)CO)C(=O)Cc2cc(NC(=O)C3CC3)ccc2O[C@H]1CN(C)Cc1ccc(-c2ccccc2)cc1 | -0.1 | -4 | -8 | -3 | 4 | 2 | 16 | -2
CCC(=O)N[C@H]1CC[C@@H](CC(=O)NCCN2CCCCC2)O[C@@H]1CO | 0.0 | -6 | -4 | -1 | 1 | 16 | -8 | -1
COc1ccccc1S(=O)(=O)N(C)C[C@H]1Oc2ncc(-c3ccc(C)cc3)cc2C(=O)N([C@H](C)CO)C[C@H]1C | -0.1 | 6 | -1 | 5 | -1 | -2 | -12 | 1
O=C(N/N=C/c1ccc(Br)o1)c1cc([N+](=O)[O-])cc([N+](=O)[O-])c1 | . | . | 3 | -1 | . | . | -18 | 0
N#C[C@@H]1[C@H](c2ccc(C3=CCCC3)cc2)[C@H](CO)N1C(=O)c1ccccn1 | -0.2 | -6 | 1 | 8 | 2 | -1 | -55 | -2
CO[C@H]1CN(C)C(=O)c2ccc(NC(=O)Nc3cccc(Cl)c3)cc2OC[C@H](C)N(C(=O)Nc2c(C)noc2C)C[C@H]1C | 0.1 | -3 | 1 | 5 | -7 | 8 | 26 | -3
Cc1ccccc1-c1ccc2c(c1)O[C@@H](CN(C)Cc1ccc(C(=O)O)cc1)[C@@H](C)CN([C@H](C)CO)S2(=O)=O | -0.3 | 1&-5&-1 | 2&4&0 | 22&-1 | 11&-5&4 | 4&2&-1 | 5&0&-14 | 3&-1&6
COc1cccc(S(=O)(=O)N[C@H]2CC[C@H](CC(=O)NCc3ccccc3)O[C@H]2CO)c1 | -1.0 | 2 | -1 | -7 | -11 | 1 | 1 | -1
O=C(O)c1ccccc1-c1nc2ccccc2c(=O)n1O | . | . | -3 | 7 | . | . | -21 | 1
CCC(CC)C(=O)Nc1cccc(C(=O)Nc2ccc(S(=O)(=O)Nc3ccc(C)cc3)cc2)c1 | . | 4 | . | 3 | 9 | -4 | . | .
CCCN1Cc2cccc(C(=O)NCc3ccc4c(c3)OCO4)c2C1=O | . | 7 | . | -4 | 2 | 3 | . | .
CCC(=O)N1CCC2(CC1)CN[C@H](CO)c1c2c2ccc(OC)cc2n1C | 0.5 | . | -7 | . | . | . | -3 | -1
CCOC(=O)c1c(NC(=O)CSc2nnc(-c3c[nH]c4ccccc34)n2CC)sc2c1CCCC2 | 0.0 | 6 | 1 | 3 | 2 | 2 | -15 | 1
CC(NC(=O)C1=CC=CN2CCS(=O)(=O)N=C12)c1ccc(Cl)cc1Cl (centres undefined) | . | 3 | 6 | 1 | -5 | 4 | -11 | 0
O=C(NCCNC(=O)c1ccc(Br)o1)c1cccnc1 | . | 4 | 4 | 4 | -3 | -2 | -5 | -2
COc1cc(NC(=O)c2cc(=O)[nH]c3ccc(S(=O)(=O)N4CCOCC4)cc23)cc(OC)c1 | 0.1 | . | 1 | -6 | 4 | 4 | -4 | 4
CC(=O)N(C)C[C@H]1Oc2cc(C#CC3CCCC3)ccc2S(=O)(=O)N([C@H](C)CO)C[C@H]1C | 1.2 | 4 | 4 | 1 | 1 | 1 | -3 | 3
O=C(CCc1nnc2ccc(NCc3ccccc3Cl)nn12)NC1CCCCC1 | . | -5 | -1 | -2 | -2 | 6 | -20 | 1
CC1CCN(S(=O)(=O)c2ccc3c(c2)N(CC(=O)NCCCN2CCCC(C)C2)C(=O)CO3)CC1 (centres undefined) | . | -5 | 6 | . | -9 | 5 | -5 | -91
C[C@@H]1CN([C@@H](C)CO)C(=O)c2cc(C#C[C@@H](C)O)cnc2O[C@H]1CN(C)C(=O)Nc1ccc(F)cc1 | 0.0 | 4 | 19 | -7 | 2 | -2 | -12 | -1
CC(C)C#Cc1ccc([C@H]2[C@@H](CO)N(C(=O)C3CCOCC3)[C@H]2C#N)cc1 | 0.0 | 4 | 5 | 2 | 8 | 1 | -7 | 2
COCCNC(=O)/C(C#N)=C/c1ccc(C)o1 | . | . | -3 | 4 | . | . | -15 | -2
CC(C(=O)Nc1ccc([N+](=O)[O-])cc1Cl)N1CCN(S(=O)(=O)c2cccs2)CC1 (centres undefined) | -0.1 | -3 | 2 | . | 4 | 4 | -14 | 0
CN(C)S(=O)(=O)c1ccc(C(=O)NCC2(N3CCOCC3)CCCCC2)cc1 | 9.9 | -5 | 1 | 4 | 4 | 4 | -12 | -3
c1cc(-c2n[nH]c(-c3ccncc3)n2)ccn1 | . | -8 | -2 | -1 | 8 | 1 | -6 | -1
CC(C)(C)NC(=O)NC(=O)CSc1ncccn1 | . | -6 | -8 | -9 | 9 | 1 | 0 | -3
O=C(NNC(=O)c1cccs1)c1ccccc1 | . | . | 2 | -9 | . | . | -11 | 0
Cc1ccc(C)c(S(=O)(=O)c2c(N)n(/N=C/c3ccco3)c3nc4ccccc4nc23)c1 | . | 5 | -3 | -37 | 8 | 3 | -37 | 2
O=C(C1CCC1)N1CC2(C1)[C@H](c1ccccc1)[C@H](CO)N2Cc1cncnc1 | 0.0 | . | -2 | . | . | . | 0 | -1
Cc1ccc(/C=N/NC(=O)Cn2cnc3c2c(=O)n(C)c(=O)n3C)s1 | . | . | 10 | -4 | . | . | -10 | -2
